MEKK3 PB1 HTS – MEKK3-MEK5 PB1 interaction, increase or decrease; 1.4% of 290,000 active; bead-based flow cytometry, Alexa488-MEK5 binding to MEKK3; actives lie on both sides; 0 = blocked by unlabeled MEK5, 100 = vehicle; binding response (% of control), % at 10 µM;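 active means binding response more than 3 SD above or below the average of its plate-row segment, actives on both sides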;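 further: Alexa488 bead fluorescence after subtracting the streptavidin-only scavenger bead signal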
PHOSPHO1 block – inhibitors of human PHOSPHO1 phosphatase; AID 1565; recombinant PHOSPHO1, absorbance phosphatase assay; Q8TCT1; 1.1% of 290,000 active; inhibition, % at 13.3 µM; in the data active means inhibition above about 60%
UBC9 SUMO inh – inhibitors of human SUMOylation (UBC9); inhibition, % at 35 µM; HTRF SUMOylation assay, SAE1/SAE2 + UBC9, in vitro; 0.36% of 290,000 active; P63279; in the data active means inhibition above about 50%, passing the limit was not always enough; further: strong numbers were not always called active
VIM-2 inhibitor – inhibitors of Pseudomonas aeruginosa VIM-2 metallo-beta-lactamase; purified VIM-2, nitrocefin hydrolysis, epi-absorbance fluorescence; AID 1527; 0.89% of 290,000 active; inhibition, % at 5.6 µM;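 active means inhibition above the mean of all tested compounds plus 3 SD, cutoff set per screening run, cut at about 7.5% in these data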;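 further: red hydrolysis product quenches plate fluorescence so inhibitors raise well fluorescence; 0% = enzyme with DMSO and 100% = DMSO without enzyme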
IDE cell activ – activators of human insulin-degrading enzyme in cells | activation, % at 5.96 µM | 0.073% of 340,000 active | HEK cells, FAbeta-B cleavage, fluorescence polarization; 0% vehicle, 100% cell-free pure enzyme wells | P14735 | AID 493087;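 active means activation above the mean of all tested compounds plus 3 SD, set per screening campaign, cut at about 17% in these data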
Target sequence (P14735 whole entry, looked up): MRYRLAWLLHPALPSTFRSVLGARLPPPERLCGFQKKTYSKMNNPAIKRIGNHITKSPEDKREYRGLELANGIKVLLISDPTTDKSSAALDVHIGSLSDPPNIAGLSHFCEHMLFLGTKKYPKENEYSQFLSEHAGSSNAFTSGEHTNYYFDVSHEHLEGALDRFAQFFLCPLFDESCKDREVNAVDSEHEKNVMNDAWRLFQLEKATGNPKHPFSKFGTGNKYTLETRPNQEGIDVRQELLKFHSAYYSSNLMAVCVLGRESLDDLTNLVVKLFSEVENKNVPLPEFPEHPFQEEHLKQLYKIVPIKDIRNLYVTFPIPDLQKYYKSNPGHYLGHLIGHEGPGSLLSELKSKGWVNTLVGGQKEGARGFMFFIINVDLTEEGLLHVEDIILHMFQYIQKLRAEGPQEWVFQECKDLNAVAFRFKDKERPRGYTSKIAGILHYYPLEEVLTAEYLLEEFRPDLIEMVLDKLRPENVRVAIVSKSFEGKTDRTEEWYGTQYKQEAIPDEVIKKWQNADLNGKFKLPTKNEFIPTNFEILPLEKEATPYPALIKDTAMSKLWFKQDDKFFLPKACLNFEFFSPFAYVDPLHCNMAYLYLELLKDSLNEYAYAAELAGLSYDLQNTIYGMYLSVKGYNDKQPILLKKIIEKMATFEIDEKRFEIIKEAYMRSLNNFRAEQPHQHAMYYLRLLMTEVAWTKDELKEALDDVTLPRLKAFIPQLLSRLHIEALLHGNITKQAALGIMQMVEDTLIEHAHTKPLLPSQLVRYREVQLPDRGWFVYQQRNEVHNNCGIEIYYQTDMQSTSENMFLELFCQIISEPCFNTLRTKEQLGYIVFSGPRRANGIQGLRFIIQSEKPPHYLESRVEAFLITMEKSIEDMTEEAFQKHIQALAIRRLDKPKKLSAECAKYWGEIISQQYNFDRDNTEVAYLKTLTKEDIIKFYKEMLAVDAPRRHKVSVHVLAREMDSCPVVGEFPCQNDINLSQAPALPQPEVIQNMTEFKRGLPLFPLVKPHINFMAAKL
HCV NS3 hel inh – HCV NS3 helicase inhibition; inhibition, % at 10.9 µM; 0.56% of 290,000 active; AID 1800; NS3 helicase DNA unwinding, Cy5 molecular beacon fluorescence;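 active means inhibition above the mean of all tested compounds plus 3 SD, set per campaign, cut at about 35% in these data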;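 further: 0% = DMSO wells and 100% = thioflavine S control wells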
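System: Hepatitis C virus NS3 helicase domain fragment enzyme | Reagent: Annealed dual-labelled DNA beacon duplex, ATP-started | Compound dosing: 10.9 µM single point, 0.8% DMSO | Incubation: 1 h reaction at 25 °C, ATP-initiated | Technique: Cy5 fluorescence | Evaluation: Percent inhibition from t60/t0 fluorescence ratio | Benchmarks: Low DMSO, high thioflavine S at 110 µM | Replication: Singlicate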
FID counter – counter-screen for HCV NS3 helicase inhibitors: DNA intercalator displacement | DNA fluorescent intercalator displacement, fluorescence | inhibition, % at 7.9 µM | 0.17% of 290,000 active; in the data active means inhibition above about 37%;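 further: 0% = vehicle and 100% = reference compound; higher means more ethidium bromide displaced from hairpin DNA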
IMP-1 inhibitor – inhibitors of Pseudomonas aeruginosa IMP-1 metallo-beta-lactamase. purified IMP-1, nitrocefin hydrolysis, epi-absorbance fluorescence. inhibition, % at 5.6 µM. 0.45% of 290,000 active. AID 1556;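 active means inhibition above the mean plus 3 SD of all compounds in the same screening run, cut at about 4.5% in these data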;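 further: 0% = IMP-1 with DMSO and 100% = DMSO wells lacking enzyme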
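System: Purified IMP-1 | Read-out basis: Percent enzyme inhibition | Controls: IMP-1 with DMSO as 0%, enzyme-free DMSO as 100% | Replicates: One well per compound | Doses: 5.6 µM nominal single concentration | Detection: Epi-absorbance fluorescence, 480 nm excitation, 530 nm emission | Incubation: 25 °C, 15 min preincubation, 25 min reaction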
pCIP destab – p/CIP protein destabilization. Q05BA5. F442A p/CIP-EGFP cells, EGFP fluorescence, 16 h. decrease of EGFP signal, % at 10 µM. 0.01% of 290,000 active. AID 1984;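 active means EGFP signal decrease of at least 30% at 10 µM or well 3 SD below plate mean, unless failing retest; inactive means the rest, including hits failing retest or dose response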; further: some compounds called inactive have numbers as strong as hits; many of its hits are not listed in these tables
* = called active by the depositor; . = no result given. Only part of the results is shown; the hit share may differ from the screen's.

1. CCOC(=O)CSc1nncc2ccc(OC)c(OC)c12
2. Cc1cccc2cc(C(c3nnnn3CC3CCCO3)N3CCOCC3)c(=O)[nH]c12 (stereo not given)
3. COc1cc(OC)cc(C(=O)Nc2ccc(N(C)C)c3ccccc23)c1
4. Fc1ccc(CN2CCCCCCC2)cc1
5. CSc1ncccc1C(=O)NCC1CCCCC1
6. CCOc1ccc(CCNc2cc(C)nc3ncnn23)cc1OCC
7. CCCSc1nnc(Cc2cc(=O)[nH]c(=O)[nH]2)n1-c1cc(C)ccc1C
8. C=CCn1c2[n+](c3ccccc3c1=O)CCCCC2

Compound | 1 | 2 | 3 | 4 | 5 | 6 | 7 | 8
MEKK3 PB1 HTS | 104 | 103 | 101 | 97 | 116 | 104 | 99 | 97
PHOSPHO1 block | 19 | 45 | 44 | 15 | 21 | -14 | 20 | -21
UBC9 SUMO inh | -8 | 0 | -3 | -1 | 2 | 12 | 16 | 6
VIM-2 inhibitor | 0.0 | 0.4 | -1.9 | -3.3 | -6.9 | -0.2 | -1.1 | -2.5
IDE cell activ | 0 | 3 | -6 | -1 | -1 | 0 | 6 | 1
HCV NS3 hel inh | 4 | 0 | -4 | 3 | 0 | 7 | 8 | 3
FID counter | -7 | -7 | -9 | 0 | 1 | -11 | -18 | -1
IMP-1 inhibitor | -0.7 | -0.3 | -2.4 | -0.5 | -4.7 | -2.2 | -6.9 | -3.1
pCIP destab | -7 | -1 | -1 | 0 | -25 | -8 | -12 | -1

9. Cc1cc(C)c([N+](=O)[O-])cc1NC(=O)CCS(=O)(=O)c1ccccc1
10. CC(=O)c1ccc(N2CCN(S(=O)(=O)c3ccc4c(c3)CC(C)N4C(C)=O)CC2)cc1 (stereo not given)
11. COc1ccccc1-n1cnc2cc(NS(=O)(=O)c3ccccc3)ccc21
12. S=C(NCCc1ccccn1)Nc1ccccc1
13. Oc1oc(-c2ccco2)nc1C=Nc1cccc(Cl)c1
14. O=C(CSc1ncnc2nc[nH]c12)c1ccc2ccccc2c1
15. NNC(=S)NC1CCS(=O)(=O)C1 (stereo not given)
16. CCC1Oc2ccccc2N(CC(=O)Nc2ccc(OC)cc2OC)C1=O (stereo not given)

Compound | 9 | 10 | 11 | 12 | 13 | 14 | 15 | 16
MEKK3 PB1 HTS | 101 | 98 | 108 | 95 | 82 | 103 | 80 | 102
PHOSPHO1 block | 41 | 23 | -72 | -13 | 19 | -10 | 18 | -31
UBC9 SUMO inh | -4 | 0 | -10 | 8 | 25 | -1 | 6 | -1
VIM-2 inhibitor | -1.4 | 0.6 | -4.0 | 0.2 | -2.0 | -0.6 | 0.1 | -1.1
IDE cell activ | 6 | 3 | 1 | 6 | 4 | 2 | . | 6
HCV NS3 hel inh | 0 | 0 | -27 | 1 | -1 | -3 | 5 | -5
FID counter | 2 | -39 | -21 | -12 | -2 | -5 | -7 | -14
IMP-1 inhibitor | -3.0 | -1.9 | -1.1 | -2.6 | -1.3 | -7.2 | -0.3 | -1.9
pCIP destab | 3 | -12 | -10 | 4 | -7 | -3 | 1 | 4

17. COc1ccc(-c2csc(NC(=O)c3ccc(S(C)(=O)=O)cc3)n2)cc1
18. COc1ccccc1CCNC(=O)CSc1nnc2ccc(-c3ccncc3)nn12
19. Cc1ccc(S(=O)(=O)N2CCN(c3ccccc3)CC2)cc1C(=O)NC1CCCCC1
20. CCn1nc(C(=O)OCC(=O)Nc2nc(-c3ccc(OC)cc3)cs2)c2ccccc2c1=O
21. Cc1cccc(NC(=O)Cn2nnc(C(=O)NCc3ccco3)c2N)c1
22. CS(=O)(=O)N(Cc1ccc(Cl)cc1)c1ccc(C(=O)Nc2cccnc2)cc1
23. Cc1ccccc1-c1noc(CNC(=O)COc2ccccc2)n1
24. O=C(CSc1ncn[nH]1)c1cccc([N+](=O)[O-])c1

Compound | 17 | 18 | 19 | 20 | 21 | 22 | 23 | 24
MEKK3 PB1 HTS | 92 | 133* | 103 | 99 | 103 | 92 | 97 | 105
PHOSPHO1 block | 30 | 34 | 20 | -7 | 21 | 4 | 8 | -5
UBC9 SUMO inh | 8 | 10 | -3 | 3 | 9 | 12 | 3 | 20
VIM-2 inhibitor | -0.9 | -0.2 | -0.5 | -3.1 | -3.6 | -2.0 | -0.9 | -0.1
IDE cell activ | 6 | 2 | 7 | 5 | 3 | -2 | 4 | 2
HCV NS3 hel inh | 2 | 2 | 1 | 5 | -1 | -23 | 2 | 10
FID counter | -2 | -12 | -49 | -2 | -5 | -17 | -27 | 0
IMP-1 inhibitor | 5.6* | 0.2 | -2.0 | -6.4 | -0.6 | -2.2 | -2.4 | -2.2
pCIP destab | -5 | -1 | -10 | 4 | -12 | -15 | 3 | -3

No new results follow: 7 of the compounds above.
18. COc1ccccc1CCNC(=O)CSc1nnc2ccc(-c3ccncc3)nn12
19. Cc1ccc(S(=O)(=O)N2CCN(c3ccccc3)CC2)cc1C(=O)NC1CCCCC1
20. CCn1nc(C(=O)OCC(=O)Nc2nc(-c3ccc(OC)cc3)cs2)c2ccccc2c1=O
21. Cc1cccc(NC(=O)Cn2nnc(C(=O)NCc3ccco3)c2N)c1
22. CS(=O)(=O)N(Cc1ccc(Cl)cc1)c1ccc(C(=O)Nc2cccnc2)cc1
23. Cc1ccccc1-c1noc(CNC(=O)COc2ccccc2)n1
24. O=C(CSc1ncn[nH]1)c1cccc([N+](=O)[O-])c1

Compound | 18 | 19 | 20 | 21 | 22 | 23 | 24
MEKK3 PB1 HTS | 133* | 103 | 99 | 103 | 92 | 97 | 105
PHOSPHO1 block | 34 | 20 | -7 | 21 | 4 | 8 | -5
UBC9 SUMO inh | 10 | -3 | 3 | 9 | 12 | 3 | 20
VIM-2 inhibitor | -0.2 | -0.5 | -3.1 | -3.6 | -2.0 | -0.9 | -0.1
IDE cell activ | 2 | 7 | 5 | 3 | -2 | 4 | 2
HCV NS3 hel inh | 2 | 1 | 5 | -1 | -23 | 2 | 10
FID counter | -12 | -49 | -2 | -5 | -17 | -27 | 0
IMP-1 inhibitor | 0.2 | -2.0 | -6.4 | -0.6 | -2.2 | -2.4 | -2.2
pCIP destab | -1 | -10 | 4 | -12 | -15 | 3 | -3

Going on with the list:
25. CCCCCc1cc(=O)oc2c(C(CCN3CCCCC3)c3ccc4c(c3)OCO4)c(OC)cc(OC)c12 (stereo not given)
26. Cc1ccnc(NC(=O)c2cc(F)c(F)cc2Cl)n1
27. COc1ccc(Cl)cc1C(=O)NCC(C)C
28. C#CCSc1nnc(CSc2nc3ccccc3s2)n1-c1ccccc1
29. CC1(C)Cc2c(sc3nc4n(-c5ccccc5)cnn4c(=O)c23)CO1
30. COc1cc2nc3occc3c(OC)c2cc1OC
31. N#CCCN(C(=O)COC(=O)c1ccc2c(c1)NC(=O)CS2)c1ccc2c(c1)OCCO2
32. Cn1ncc(Br)c1C(=O)NC1C2CC3CC(C2)CC1C3 (stereo not given)

Compound | 25 | 26 | 27 | 28 | 29 | 30 | 31 | 32
MEKK3 PB1 HTS | 110 | 104 | 101 | 102 | 95 | 105 | 100 | 94
PHOSPHO1 block | 45 | 32 | -62 | 76* | 52 | -6 | 2 | -10
UBC9 SUMO inh | -7 | 4 | -15 | 11 | -2 | -11 | 2 | 14
VIM-2 inhibitor | . | -3.4 | -4.0 | -0.2 | -3.3 | 0.2 | -3.1 | 1.7
IDE cell activ | 14 | 2 | 4 | 1 | 6 | -3 | 3 | 3
HCV NS3 hel inh | . | -4 | 8 | -3 | -7 | -6 | 0 | 9
FID counter | . | -5 | -5 | -19 | -3 | -2 | -28 | -18
IMP-1 inhibitor | . | -3.6 | -2.1 | -4.9 | -0.7 | -3.8 | -1.7 | 1.5
pCIP destab | 1 | 2 | 6 | 3 | -8 | -3 | -10 | -11

Following part
No.	Compound	MEKK3 PB1 HTS	PHOSPHO1 block	UBC9 SUMO inh	VIM-2 inhibitor	IDE cell activ	HCV NS3 hel inh	FID counter	IMP-1 inhibitor	pCIP destab
33	CCCC(C)NC(=O)CSc1nc(-c2ccccc2)cn1N (stereo not given)	105	8	10	0.6	-2	5	-6	-1.1	-1
34	COc1ccc(-c2noc(CN(Cc3nccn3C)C(C)C)n2)cc1	93	27	-4	-3.8	4	6	7	-2.7	-4
35	CCCCNC(=O)CS(=O)Cc1nc(-c2cccc(C)c2)oc1C (stereo not given)	98	-4	3	-3.6	2	5	-26	-3.0	-6
36	O=C(NC1CC1)c1ccc2c3c(cccc13)CC2	110	12	11	-2.5	5	3	0	-2.6	-11
37	Nc1cc(=O)[nH]c(SCC(=O)NCC2CCCO2)n1 (stereo not given)	102	30	22	-2.6	4	-7	-1	-1.3	-7
38	Cc1ccc2sc(C)[n+](CCCS(=O)(=O)[O-])c2c1	105	-20	13	0.5	3	1	-36	-0.2	1
39	Cc1c(NC(=S)NCc2ccc(F)cc2)cccc1[N+](=O)[O-]	97	-6	27	-2.9	-1	5	6	-2.6	-13
40	CC(=O)Nc1ccc(S(=O)(=O)N2CCN(c3nc(C)cc(C)n3)CC2)cc1	104	40	-1	0.8	7	-1	-24	-0.5	-4
41	CCN1CCN(CCCNC(=O)CCC(=O)N2CCOc3ccc(Cl)cc32)CC1	100	28	8	1.2	-2	3	2	-1.7	7
42	C=CCn1c(SCCC#N)nnc1-c1ccncc1	106	-13	8	-2.8	1	10	-3	-3.0	-22
43	c1ccc(N2CCN(c3cnccn3)CC2)nc1	104	9	15	-1.5	7	10	-2	-2.4	-3
44	Cc1ccc2[nH]c(-c3ccccc3)c(CN3CCN(C)CC3)c(=O)c2c1	93	14	21	-4.1	3	1	-2	-3.8	3
45	COc1ccc(C2SCC(=O)N2c2c(C)n(C)n(-c3ccccc3)c2=O)c(OC)c1 (stereo not given)	83	14	-7	-2.2	5	-1	-11	-2.7	-7
46	CC(C)CNC(=O)c1cccc(C(=O)NCC(C)C)c1	106	-8	-1	-1.3	-3	-4	-3	-2.0	5
47	COc1ccc(-n2c(=O)[nH]c3cc(C(=O)NCCc4ccccc4)ccc3c2=O)cc1OC	102	16	20	-1.6	3	-5	-30	-2.3	-4
48	CC(C)NC(=O)c1ccccc1-c1ccccc1	85	8	6	-2.9	6	-1	0	-0.4	-3
49	C/C(=N\Nc1ccc(C(F)(F)F)cn1)c1ccncc1	105	32	-6	1.2	4	17	-2	-2.9	5
50	Cc1n[nH]c(C)c1CCC(=O)N/N=C/C=C/c1ccccc1	104	-9	11	-3.9	5	-2	-10	-2.5	1
51	Cc1ccc([N+](=O)[O-])cc1NC(=O)C(C)NS(=O)(=O)c1ccc(F)cc1 (stereo not given)	102	42	21	-3.4	7	4	3	-1.4	4

Bioassay records as filed in PubChem.
